# AmpC inh detg: AmpC beta-lactamase inhibition with detergent present; P00811; AmpC hydrolysis of nitrocefin, absorbance 480 nm, 0.01% Triton; Potency, µM (top dose mostly 114 µM), inactives show at the top dose activity change, negative = inhibition, usual class: inhibitors; hit rate 0.041% among 370,000; AID 485294;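 note: potency is the fitted concentration of half-maximal effect; 0% = no-compound wells and -100% = no-enzyme wells; nearly all actives have a fitted effect of over 25% in size; some results filed as inactive show a strong effect at the top dose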
# Target sequence (P00811 whole entry, looked up): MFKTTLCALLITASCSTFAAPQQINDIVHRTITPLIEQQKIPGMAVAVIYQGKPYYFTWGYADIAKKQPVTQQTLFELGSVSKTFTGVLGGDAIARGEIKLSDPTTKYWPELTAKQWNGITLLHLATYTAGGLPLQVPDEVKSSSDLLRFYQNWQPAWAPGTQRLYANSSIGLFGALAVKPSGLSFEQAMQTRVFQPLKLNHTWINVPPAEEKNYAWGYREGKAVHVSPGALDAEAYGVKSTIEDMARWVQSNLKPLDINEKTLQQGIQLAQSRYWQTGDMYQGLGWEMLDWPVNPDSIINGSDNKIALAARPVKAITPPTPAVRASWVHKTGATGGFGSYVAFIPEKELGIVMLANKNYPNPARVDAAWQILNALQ
#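 20 mM phosphate pH 7.0 + 0.01% (detergent screen) or 0.0001% Triton X-100; 5.3 nM AmpC reagent; cpd preinc 15 min RT; nitrocefin (800 uM stock) to start; A480 q20 s × 4 min; Activity was normalised to no-enzyme and no-compound control wells.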
# Giardia FBPA inh: blocks Giardia fructose-bisphosphate aldolase activity | hit rate 0.71% among 290,000 | purified Giardia FBPA | A8B2U2 | AID 2451 | Potency, µM (doses to about 59.6 µM), for inactives: at the top dose activity, negative = inhibition, usual class: inhibitors; note: potency is the fitted concentration of half-maximal effect; nearly all actives have a fitted effect of over 55% in size
# Target sequence (A8B2U2 whole entry, looked up): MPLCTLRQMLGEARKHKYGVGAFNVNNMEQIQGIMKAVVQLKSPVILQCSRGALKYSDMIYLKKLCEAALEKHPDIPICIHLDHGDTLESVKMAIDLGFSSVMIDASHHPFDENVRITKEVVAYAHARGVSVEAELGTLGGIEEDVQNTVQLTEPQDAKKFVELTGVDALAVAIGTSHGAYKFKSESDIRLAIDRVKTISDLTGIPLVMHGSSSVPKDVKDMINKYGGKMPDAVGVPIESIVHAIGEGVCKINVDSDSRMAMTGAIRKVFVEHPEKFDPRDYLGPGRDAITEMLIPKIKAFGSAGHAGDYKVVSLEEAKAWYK
#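 Giardia FBPA (40 nM reagent) was preincubated 10 min at RT with compound (up to 57.5 uM final), then substrate plus GAPDH/TPI/NAD/arsenate coupling system with diaphorase/resazurin was added; resorufin fluorescence (525/598 nm) was read after 20 min.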
# Sm TGR inh: S. mansoni TGR enzyme inhibition | purified TGR, DTNB reduction, TNB absorbance 405 nm | Q962Y6 | hit rate 3% among 360,000 | AID 485364 | Potency, µM (top dose mostly 114 µM), without a hit: at the highest dose activity change, negative = inhibition, usual class: inhibitors; note: potency is the fitted concentration of half-maximal effect; nearly all actives have a fitted effect of over 60% in size
#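 TGR 20 nM + NADPH 100 uM (dispensed conc.), cpd preinc 15 min RT; start with NADPH (500 uM addition) then DTNB (15 mM addition). Kinetic TNB absorbance, 405 nm filter. Four-parameter Hill fit across titration.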
# AmpC inh no detg: AmpC beta-lactamase inhibition without detergent; AmpC nitrocefin hydrolysis, absorbance 480 nm, 0.0001% Triton; Potency, µM (top dose mostly 57.1 µM), without a hit: at the highest dose activity change, negative = inhibition, most hits filed as inhibitors; hit rate 0.52% among 330,000; AID 485341;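 note: potency is the fitted concentration of half-maximal effect; plate controls were no compound for no effect and no enzyme for full effect; nearly all actives have a fitted effect of over 20% in size; some results filed as inactive show a strong effect at the top dose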
#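 AmpC (5.3 nM in the dispensed reagent) in 20 mM phosphate pH 7.0 with 0.01% (detergent screen) or 0.0001% Triton X-100 was preincubated with compounds for 15 min at room temperature. Nitrocefin was then added from an 800 uM solution, and hydrolysis was followed at 480 nm.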
# HCMV antiviral: blocks human cytomegalovirus replication. HFF cells, HCMV-luciferase reporter, 72 h; stronger effect = lower value. activity change, negative = inhibition, % at 57.5 µM. hit rate 4.5% among 410,000. AID 1259415; in the data active = activity change below about -60%; inconclusive = no clear call, values can overlap the other calls; inactive = above about -39%
#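 HFF cells seeded 16 h at 37C, treated with compounds, infected with luciferase-reporter HCMV at MOI 1 PFU/cell; luciferase read at 72 h post infection, normalized to buffer-only and Salinomycin controls.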
# AMA1 RON2 block: AMA1-RON2 (P. falciparum) interaction inhibition. Potency, µM (doses to about 58.2 µM), for inactives: at the top dose activity change, negative = inhibition, hits mostly inhibitors. AlphaScreen AMA1-biotinylated RON2 peptide binding. hit rate 0.2% among 360,000;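 note: potency is the fitted concentration of half-maximal effect; 0% = vehicle wells and -100% = peptide control; nearly all actives have a fitted effect of over 45% in size; some results filed as inactive show a strong effect at the top dose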
#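 AMA1 (3D7) with his tag at 25 nM final met compounds first, then biotinylated RON2 peptide at 25 nM; detection used donor plus acceptor beads, 10 µg/mL apiece, read by AlphaScreen after 30 min at room temperature.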
# Starred values were filed as active, the others as inactive; u = inconclusive; x = not tested or not shown; & = joins results of further samples; [ ] = remark or other dose. Unless noted, calls come from the whole dose curve; as a rule, active = well fitted curve in the direction sought with a large enough effect; inconclusive = small, poorly fitted or top-dose-only effect, or another doubt; inactive = no such curve, though single readings can be large; an effect the other way counts as inactive or inconclusive. Unless noted, % is set by controls: 0 for no effect and ±100 for the full control effect.
mol	AMA1 RON2 block	AmpC inh detg	AmpC inh no detg	Giardia FBPA inh	HCMV antiviral	Sm TGR inh
Cc1ccccc1N(CC(N)=O)S(C)(=O)=O	9%	-13%	-12%	0%	37	0%
COc1ccc(CC(=O)OCC(=O)Nc2ccc3[nH]c(=O)[nH]c3c2)cc1	-4%	u	1%	x	-12	-3%
Cc1cccc(C(=O)O/N=C2\CCS(=O)(=O)c3sccc32)c1	12%	-1%	-28%	-1%	31	5%
Nc1cc(N)nc(SCc2cccc(F)c2)n1	5%	-8%	-18%	6%	49	0%
COc1cccc(C(=O)NC(c2ccc(Cl)cc2)c2cc(Cl)c3cccnc3c2O)c1 (centres undefined)	x	-4%	x	x	u	3%
COCCSc1nnc(NC(=O)C2CCN(C(=O)c3ccco3)CC2)s1	-7%	0%	-12%	15%	71	1%
CSCCC(NC(=O)COc1ccccc1)C(=O)NCCOc1ccccc1 (centres undefined)	-2%	6%	-1%	x	-5	-19%
Cc1ccc(S(=O)(=O)Nc2cc(C(=O)NCCN(C)C)ccc2N2CCCC2)cc1	5%	-10%	31%	5%	-22	-20%
CC(C)C(=O)N1CCN(c2ccccc2NC(=O)Cc2ccc(Cl)cc2)CC1	2%	u	30%	-3%	4	1%
O=C(Nc1nnc(-c2ccco2)o1)c1ccc(N2C(=O)CCC2=O)cc1	34%[activator]	2%	-14%	18µM*	2	-21%
COc1ccccc1N(CC(=O)Nc1ccc2c(c1)OCCO2)S(=O)(=O)c1ccc(C)cc1	-9%	-7%	-8%	-9%	-24	10%
COc1ccc(F)cc1S(=O)(=O)Nc1cc2c3c(c1)CC(=O)N3CCC2	-21%	u	-14%	x	-6	0%
Cc1cc(/C=N/NC(=O)c2cccc(F)c2)c(C)n1-c1ccccc1	61%[activator]	7%	-39%	-9%	-18	-3%
CSc1nc2ccc(NC(=O)COc3ccccc3F)cc2s1	15%	x	-21%	x	0	x
CCOC(=O)c1ccccc1NC(=O)c1sc2ncn(CC)c(=O)c2c1C	x	8%	x	x	21	3%
Cc1ccc(NC(=O)COC(=O)CC2CCCC2)cc1Cl	x	u	-8%[11.4 µM]	-14%	x	8%
CCOc1cc(/C=C/C(=O)NCCc2ccc(S(N)(=O)=O)cc2)ccc1OCC(C)C	0%	6%	-28%	-3%	-34	1%
CCCCCCCCNC(=O)/C(C#N)=C/c1ccc(SC)cc1	-2%	-2%	-5%	4%	-9	1%
Cc1cc(/C=N/NC(N)=S)c(O)c(/C=N/NC(N)=S)c1	-2%	9%	-34%	18%	-12	5%
CNC(=O)/C=C/c1cc(C(=O)c2ccc(Cl)cc2Cl)cn1C	-8%	-4%	25%	5%	5	11%
Cc1ccc2c(c1)c1c3n2CCN(C(=O)CCl)C3CCC1 (centres undefined)	-5%	4%	21%	-20%	-19	22µM*
COc1ccccc1/C=C(\NC(=O)c1ccc(OC)c(OC)c1)C(=O)Nc1cccc([N+](=O)[O-])c1	-1%	-11%	0%	0%	-61*	4%
COc1ccccc1NC(=O)C(C)Sc1nnc2ccc3ccccc3n12 (centres undefined)	x	16%	x	x	-3	u
CCOc1cc2c(cc1OCC)-n1cccc1C(c1c(O)cccc1OC)NC2 (centres undefined)	u	0%	52%	-8%	21	-19%
CCOc1ccc(CCNC(=O)c2ccc(C)c(N3CCCC3=O)c2)cc1OCC	-2%	u	57%	7%	-39	19%
CCCCNS(=O)(=O)c1ccc(NC(=O)c2c(-c3ccccc3)noc2C)cc1	x	4%	x	x	-16	3%
CC(C)N1CCC(N2CCN(Cc3cccnc3)CC2CCO)CC1 (centres undefined)	-4%	6%	-13%	1%	18	-6%
O=C(Cn1cccc1C(=O)c1ccccc1)NCc1cccs1	8%	-6%	-17%	5%	-7	-25%
CC(C#N)Sc1ncnc2sc(-c3ccccc3)cc12 (centres undefined)	-2%	-10%	-18%	7%	0	-10%
CCCNC(=O)C1CCC(Cn2c(=O)c3sccc3n(CC(=O)N3CCC(C)CC3)c2=O)CC1 (centres undefined)	x	5%	x	x	-3	-1%
CCOC(=O)N1CCN(C(=O)C(NC(=O)C2CCC(C)CC2)C(C)C)CC1 (centres undefined)	5%	-4%	-7%	6%	39	0%
Cc1noc(C)c1C(=O)OCC(=O)Nc1cccc(S(=O)(=O)N(C)C)c1	-1%	-12%	-50%	5%	-30	0%
CC(=O)c1ccc([C@H]2C[C@@]34CN(C(=O)OC(C)(C)C)S(=O)(=O)[C@H]3C[C@H]2O4)cc1	0%	-2%	-7%	3%	7	-12%
COC(=O)c1cccc(NS(=O)(=O)c2ccc(OC)cc2)c1C	-1%	u	-10%	4%	18	-22%
CC(C)COC(=O)n1c(SCC(N)=O)nc2ccccc21	0%	5%	65%[activator]	-1%	-1	9%
Cc1nc(-c2nnc(-c3ccccc3)o2)c(C(F)(F)F)o1	38%[activator]	-2%	-12%	-2%	10	0%
Cc1nc2ccccn2c1/C(O)=C1\C(=O)C(=O)N(CCN(C)C)C1c1cccnc1 (centres undefined)	2%	u	-8%	-14%	9	u
COc1ccc(N(CC(=O)N2CCc3ccccc3C2)S(=O)(=O)c2ccccc2)cc1	-26%	7%&11%	42%	-2%	-3&-17	5%&10%
Cn1cc(S(=O)(=O)N2CCCC2)cc1C(=O)N1CCN(c2ccccc2)CC1	-7%	-17%	34%	0%	3	-10%
Cc1cc(C)n(-c2nc(Nc3ccccc3C(F)(F)F)nc(-n3nc(C)cc3C)n2)n1	11%	-6%	113%[activator]	9%	-98*	-2%
CCOC(=O)c1ccccc1NC(=O)C1CCCO1 (centres undefined)	5%	9%	4%	15%	29	-2%
CNc1nnc(-c2ccncc2)s1	2%	-5%	-11%	0%	-16	4%
COc1ccc2c(c1)c1c(c(=O)n(Cc3ccccc3)c(=O)n1Cc1cccc(Cl)c1)n2C	x	2%	x	x	-18	8%
CCC1=NNC(=O)C(CC(=O)Nc2ccccc2)c2cc(OC)c(OC)cc21 (centres undefined)	-7%[11.6 µM]	u	-21%	5%	9	0%
CN(C)S(=O)(=O)N1CCCC(C(=O)c2ccc(-c3ccccc3)c(F)c2)C1 (centres undefined)	0%	1%	79%[activator]	1%	-40	14%
Cc1ccc(C)c(NC(=O)c2c(Cl)nc3ccccn23)c1	6%	2%	-13%	-2%	-14	12%
COc1ccccc1NC(=O)CN1C(=O)CC(C)S(=O)(=O)c2ccccc21 (centres undefined)	5%	-4%	-7%	x	13	u
CCOc1ccccc1NC(=O)c1cc2cc3cc(C)ccc3nc2s1	x	1%	x	x	6	7%
CC(C)(C)NS(=O)(=O)NC(=O)C1=C(N2CCCC2)COC1=O	12%	x	-15%	x	-7	x
CC(C)(C)[C@H]1COC(=O)[C@@H](NC(=O)OCC2c3ccccc3-c3ccccc32)C/C=C\C[C@@H](CC(=O)N[C@@H](CO)Cc2ccccc2)C(=O)N1	-5%	x	268%[activator]	x	13	x
CC(=O)c1ccc(NC(=S)NC(=O)/C=C/c2ccccc2)cc1	3%	-8%	-2%	1%	u	13%
Cc1ccc2nc(SCC(=O)N3CCN(c4ccccc4)CC3)nc(=O)n2c1	-10%	-7%	-19%	x	-20	50µM*
CCn1c(O)c(C2=c3ccccc3=NC2=O)c2cc(Br)ccc21	-12%	8%	-26%	3%	8	6%
CCOc1ccccc1-c1cc(-c2n[nH]c(=S)n2CC)c2ccccc2n1	-10%	-9%	-38%	u	12	4%
O=C1C(NS(=O)(=O)c2cccs2)=C(N2CCOCC2)C(=O)c2ccccc21	-29%	5%	-5%	u	u	u
S=C(NC1CCCC1)N1CCOCC1	-10%	u	-9%	0%	38	11%
Cc1ccc2c(c1)nnn2C1CCN(S(=O)(=O)c2ccc(C(=O)N(C)C3CCCCC3)cc2)CC1	16%	u	29%	-9%	u	-7%
CCC(=O)N1c2ccccc2CC1C(=O)NCCCN1CCN(c2cc(C)ccc2C)CC1 (centres undefined)	x	13%	x	x	-14	5%
c1ccc(Nc2nc(N3CCCC3)nc(N3CCCC3)n2)cc1	-9%	-13%	-18%	3%	26	11%
O=S(=O)(c1ccc(Br)cc1)c1nnn2c1nc(N1CCOCC1)c1sccc12	x	14%	x	x	19	4%

# Continuation.
mol	AMA1 RON2 block	AmpC inh detg	AmpC inh no detg	Giardia FBPA inh	HCMV antiviral	Sm TGR inh
O=C(CCNC(=O)c1ccc([N+](=O)[O-])cc1)Nc1cccc(S(=O)(=O)N2CCCCCC2)c1	14%	3%	-10%	x	-3	3%
CC(C)c1ccc(CNc2nc(-c3ccco3)nn2S(=O)(=O)c2ccc3ccccc3c2)cc1	x	-1%	x	x	25	-7%
O=C(Nc1cccc([N+](=O)[O-])c1)c1ccc(N2CCCC2=O)cc1	7%	-4%	-14%	2%	-33	-5%
CC(Sc1nnc(C2CC2)n1-c1ccccc1)C(=O)N1CCNC1=O (centres undefined)	0%	1%	-12%	x	-17	-11%
COc1ccc(NC(=O)CN2C(=O)c3ccccc3S2(=O)=O)cc1OC	-6%	0%	-7%	8%	13	-1%
O=C(NC(=S)Nc1ccc(S(=O)(=O)Nc2nccs2)cc1)c1ccc(F)c(F)c1	43%[activator]	0%	-26%	-13%	13	u
COC(=O)[C@@]1(C)[C@H]2C(=O)N(Cc3ccccc3)C(=O)[C@H]2[C@H]2CN=C(SCC3CC3)N21	-1%	x	0%	x	19	x
O=C(CSc1nnc(CNC(=O)c2ccccc2)o1)c1ccc(Cl)cc1	124%[activator]	8%	-15%	x	-17	-1%
Cc1cccc2nc3ccccc3nc12	-5%	u	-19%	0%	-7	2%
COc1ccc(C(=O)N/C(=C\c2ccc(SC)cc2)C(=O)NCCCn2ccnc2)cc1OC	-12%	x	74%[activator]	x	-15	x
COc1ccc2cc(-c3ccon3)ccc2c1	-1%	-2%	-10%	4%	x	14%
CN(C)c1ccc(NS(=O)(=O)c2cccc(Cl)c2)cc1	u	-8%	-28%	-15%	-18	-23%
CCOCCCN(C)C1CCN(C(=O)c2oc3ccccc3c2NC(=O)c2ccc(F)cc2)CC1	11%	-4%	73%[activator]	x	-30	13%
COc1cc(/C=N\NS(=O)(=O)c2ccccc2)cc(OC)c1OC	1%	-8%	-19%	-24%	104	3%

# Individual results from the entries so far:
# HCMV antiviral result of `O=C(NC(=S)Nc1ccc(S(=O)(=O)Nc2nccs2)cc1)c1ccc(F)c(F)c1` : 13
# Sm TGR inh result of `CC(Sc1nnc(C2CC2)n1-c1ccccc1)C(=O)N1CCNC1=O` (centres undefined) : -11%

# One compound at a time (already shown). Values in the order: AMA1 RON2 block	AmpC inh detg	AmpC inh no detg	Giardia FBPA inh	HCMV antiviral	Sm TGR inh
# O=C(CCNC(=O)c1ccc([N+](=O)[O-])cc1)Nc1cccc(S(=O)(=O)N2CCCCCC2)c1 reads 14%	3%	-10%	x	-3	3%
# COC(=O)[C@@]1(C)[C@H]2C(=O)N(Cc3ccccc3)C(=O)[C@H]2[C@H]2CN=C(SCC3CC3)N21 reads -1%	x	0%	x	19	x

# Screening data from PubChem.
